# Mtb RmlCD inh: inhibitors of Mycobacterium tuberculosis RmlC and RmlD coupled enzymes; RmlC+RmlD coupled enzyme assay, percent inhibition; primary screen in compound mixtures; 160,000 tested, 0.03% active; AID 1533; inhibition, % at 3.6 µM; P9WH09+P9WH11; in the data active = inhibition mostly above about 34%, no sharp cut-off; inconclusive = no clear call, values can overlap the other calls; inactive = mostly below about 22%; note: some results filed as inactive read as strong as hits
# Target sequence (P9WH09 whole entry, looked up): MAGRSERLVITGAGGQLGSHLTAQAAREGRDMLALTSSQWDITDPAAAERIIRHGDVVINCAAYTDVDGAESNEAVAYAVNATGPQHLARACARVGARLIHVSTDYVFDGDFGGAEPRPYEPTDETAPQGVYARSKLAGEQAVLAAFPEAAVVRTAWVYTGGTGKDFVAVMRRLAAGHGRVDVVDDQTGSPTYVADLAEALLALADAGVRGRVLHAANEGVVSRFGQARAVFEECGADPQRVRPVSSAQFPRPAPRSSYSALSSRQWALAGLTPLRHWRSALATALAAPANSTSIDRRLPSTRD
# Target sequence (P9WH11 whole entry, looked up): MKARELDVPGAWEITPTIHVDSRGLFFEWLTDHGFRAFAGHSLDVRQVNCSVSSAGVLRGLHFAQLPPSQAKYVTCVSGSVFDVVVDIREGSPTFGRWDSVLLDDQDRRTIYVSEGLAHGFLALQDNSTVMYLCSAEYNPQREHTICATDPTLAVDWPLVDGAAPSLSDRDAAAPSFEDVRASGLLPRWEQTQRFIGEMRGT
# M. tuberculosis GlmU: inhibition of mycobacterial GlmU enzyme – biochemical, glucosamine-1-phosphate acetyltransferase (AID 1376). M. tuberculosis GlmU acetyltransferase enzyme assay; higher % means a stronger effect. inhibition, %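 (tested at 30 µM in the primary screen)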; hits with a dose series show IC50 in µM. 220,000 tested, 0.25% active; in the data active = inhibition above about 13%; inconclusive = no clear call, values can overlap the other calls;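 note: 0% = complete reaction with vehicle and 100% = reaction without substrate; strong numbers were not always called active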
# The depositor's hits bear a star; ? = inconclusive; / = not tested or not shown; & = joins results of further samples. These rows are one share of the data (hit frequency here may not be typical).
SMILES,Mtb RmlCD inh,M. tuberculosis GlmU
COCCCN1C(=O)C(=O)/C(=C(/O)c2ccccc2)C1c1ccc(N(C)C)cc1 (stereo not drawn),/,-1.2%
COCCNC(=O)c1c(NC(=O)c2ccc(Br)o2)n(Cc2ccccc2)c2nc3ccccc3nc12,-7,2.4%
CCc1ccc(N2CN(Cc3cccnc3)CNC2=S)cc1,-16,3.1%
CC(C)c1nc2ccc(NC(=O)C3CCCCC3)cc2[nH]1,/,7.6%
Cc1ccccc1OCC(=O)N/N=C/c1ccc2c(c1)OCCO2,3,2.8%
CCN1CCN(c2ccc(N)cc2)CC1,-10,-4.6%
CCOC(=O)/C(N=Nc1c(C)n(C)n(-c2ccccc2)c1=O)=C(\C)O,5,-1.5%
CN(c1ccccc1)S(=O)(=O)c1ccc(NC(=O)c2cccs2)cc1,/,0.1%
O=C(CSc1nnc2scc(-c3ccccc3)n12)NCC1CCCO1 (stereo not drawn),/,-1.5%
COc1ccc(CCn2c(O)c(C=Nc3ccc(NC(C)=O)cc3)c(=O)[nH]c2=O)cc1OC,-7,-4.2%
Cc1cc(CNC(=O)CCc2nnc(CCCCc3ccccc3)o2)nn1C,-3,0.9%
COc1cc([N+](=O)[O-])c(OC)cc1SCc1n[nH]c(=S)n1-c1ccc(F)cc1,/,2.1%
CCCCCCCCN1[C@@H](CC(C)=O)c2cc(C(F)(F)F)ccc2S1(=O)=O,/,-2.4%
O=S(=O)(NCCc1ccccn1)c1ccc(F)c(F)c1,-1,5.8%
CCc1ccc(C(=O)COC(=O)C(Cc2ccccc2)NC(=O)c2ccc(Cl)cc2)cc1 (stereo not drawn),18,2.9%
O=C(O)COc1ccc2c(c1)O/C(=C\c1cccs1)C2=O,-14,4.3%
Cc1[nH]n(-c2ccc([N+](=O)[O-])cc2)c(=O)c1C=NCC1CCCO1 (stereo not drawn),/,1.6%
CC(C)=C1C2C=CC1C1C(=O)N(c3ccc4c(c3)OCO4)C(=O)C21 (stereo not drawn),6,8.8%
CCOc1cc(/C=C2\C(=O)N(Cc3ccc(C)cc3)C(C)=C2C(=O)OC)ccc1O,24,-4.0%
Clc1cc(Cl)cc(NC2=NCCS2)c1,-5,0.9%
CCCCCn1c(SCCc2ccccc2)nc2c1c(=O)[nH]c(=O)n2C,9,-2.4%
Cc1ccc(-c2csc3nc4c5ccccc5c(NCCCN(C)C)nn4c(=O)c23)cc1,-8,-8.9%
O=C(Nc1cccc(S(=O)(=O)N2CCCCC2)c1)c1c2c(nc3ccccc13)CCN(Cc1ccccc1)C2,-5,-9.6%
Cc1cc(S(=O)(=O)N2CCCC(C(=O)Nc3ccc(C(=O)O)cc3)C2)ccc1Cl (stereo not drawn),10,-1.5%
C=CCN(CC=C)S(=O)(=O)c1ccc(C(=O)Nc2sc3c(c2C(N)=O)CCCCC3)cc1,/,0.3%
CCOC(=O)c1ccccc1NC(=O)CN(c1cccc(OC)c1)S(C)(=O)=O,-3,-2.0%
COc1cccc2c1OCC(CN1CCN(CCC(C)C)C(CCO)C1)=C2 (stereo not drawn),-3,0.1%
CCn1c(COc2ccc(Cl)cc2)nnc1SCC(=O)Nc1ccc2c(c1)OCO2,-1,-2.2%
CN1C(=S)SC(/[N+]([O-])=C/c2cccnc2)C1(C)C (stereo not drawn),35,0.9%
CN1CCN(c2ccc(S(=O)(=O)N3CCCCC3)cc2[N+](=O)[O-])CC1,-9,3.3%
COc1cc(C(=O)Nc2ccc(N(C)C)cc2)c([N+](=O)[O-])cc1OC,/,-5.9%
O=C(N/N=C/c1ccc2c(c1)OCO2)c1ccccn1,10,-0.1%
Cc1cc2nc(-c3ccc(SCC(=O)Nc4ccc(S(=O)(=O)NC5CC5)cc4)nc3)[nH]c2cc1C,3,-4.1%
CNC(=O)c1ccccc1F,12,1.4%
CNC(=O)C1=NCCCc2cc(OC)c(OC)cc21,/,2.8%
Cc1ccc2oc(=O)n(CC(=O)N3CCOCC3)c2c1,/,3.5%
COC/C=C/C1=CC2=CC(=O)C(C)(OC(=O)c3cnc4ccccc4n3)C(=O)C2=CN1CC1CC1 (stereo not drawn),/,3.1%
COc1ccc(CCNC(=O)COc2ccc(S(=O)(=O)NCC(C)C)cc2Cl)cc1OC,15,-5.9%
COc1ccc(C(=O)Nc2ccc3cn[nH]c3c2)c(OC)c1,-3,-2.7%
O=[N+]([O-])c1ccc(S(=O)(=O)Nc2nc3ccccc3nc2Nc2ccccc2)cc1,9,-0.7%
COCCn1c(COC)nc2ccccc21,-10,2.7%
COC(=O)c1ccc(NC(=O)CN2CCN(c3ccc(Cl)cc3)CC2)cc1,/,-4.9%
CCN(CC)S(=O)(=O)c1cccc(C(=O)Nc2ccc3c(c2)OCO3)c1,-6,0.2%
O=C(Nc1cccnc1)c1cccnc1Cl,/,1.1%
CCCCn1nnnc1SCC(=O)c1cc(Cl)ccc1OC,-5,-1.0%
NC(=S)N=Nc1c(O)n(Cc2ccc(F)cc2)c2ccccc12,-9,-0.1%
Cc1ccc2nc3n(c(=O)c2c1)CCCCC3,/,2.9%
Cc1ccc(-n2nc3ccc(NC(=O)/C=C/c4ccco4)cc3n2)cc1,0,1.9%
CCCCc1nc2ccccc2[nH]1,-2,0.4%
Cc1cc(C)nc(NN2C(=O)/C(=C/c3ccccc3)SC2=S)n1,84,-3.2%
COC(=O)/C=C/c1ccc(-n2ccnc2)cc1,1,0.4%
O=C(/C=C/c1ccc([N+](=O)[O-])cc1)NCc1ccco1,-1,0.0%
Cn1cnnc1SCC(=O)Nc1ccccc1F,11,-1.3%
COc1ccc(-c2nc(-c3ccc(C(=O)O)cc3)no2)cc1,/,-5.8%
COc1ccc(-n2cc(-c3ccccc3)[n+]3c2CCCCC3)cc1,5,0.5%
CCc1ccc(-n2c(=O)c3c(C)c(C(=O)N(C)C)sc3n(CC(=O)NCc3ccco3)c2=O)cc1,-6,2.2%
O=C(O)c1ccc(N=Cc2nc(-c3ccco3)oc2O)cc1,6,4.7%
CCn1c(SCC(=O)Nc2sc3c(c2C#N)CCCC3)nnc1-c1ccco1,/,-0.3%
CC(C)C1CC(c2ccccc2)(C(CN)CO)CCO1 (stereo not drawn),-9,-0.2%
CCc1cc2cccc(C)c2nc1SCC(=O)Nc1cc(C)on1,-12,-0.7%

# (listing goes on)
SMILES,Mtb RmlCD inh,M. tuberculosis GlmU
Cc1cc(C)cc(C(=O)NCC(=O)OCC(=O)N2c3ccccc3NC(=O)C2(C)C)c1,-4,-5.4%
CCOc1ccc(N(C)S(=O)(=O)c2ccc3[nH]cc(C(=O)NCCOC)c(=O)c3c2)cc1,-10,-0.8%
CCn1c(C(C)NC(=O)c2ccc(Cl)cc2)n[nH]c1=S (stereo not drawn),?,/
O=C(C1=C[C@@H](C2CCCCC2)C[C@@H](OCc2ccc(CO)cc2)O1)N1CCN(Cc2ccc3c(c2)OCO3)CC1,/,-0.6%
O=C(NC1CCCC1)C(c1cccs1)N(CC1CCCO1)C(=O)Cc1cccs1 (stereo not drawn),27,-2.8%
COC(=O)c1cc2occc2n1CC(=O)Nc1cc(OC)cc(OC)c1,/,1.8%
CCCN(CC(=O)Nc1ccc(Cl)cc1Cl)C(=O)/C=C/c1ccco1,-2,-2.0%
Cn1c(Cn2cnc3ccccc32)nc2ccccc21,/,2.1%
O=C(CSc1nc2ccc(NC(=O)C3CCCCC3)cc2s1)NCC1CCCO1 (stereo not drawn),8,5.9%
CN(c1ccc(O)cc1)c1nc(-c2cccs2)cs1,-19,-5.1%
O=C(Nc1ccc(Cl)c(C(F)(F)F)c1)N1CCCC(O)C1 (stereo not drawn),/,1.7%
Cc1ccc(C2=Nc3ccccc3N=C(C(Cl)Cl)C2)cc1,6,5.6%
Cc1ccc(-c2nc3ccccc3c(=O)n2-c2cc(C)ccn2)cc1,-2,9.5%
CC(=O)c1cc(C#N)c(SCc2ccc([N+](=O)[O-])cc2)nc1C,17,-1.6%
COc1cc(OC)c(C2SCCN2S(=O)(=O)c2ccc(F)cc2)cc1OC (stereo not drawn),-7,-1.2%
Cc1cccc(C(=O)NNC2=CC(=O)CC(C)(C)C2)c1O,-8,-0.1%
Cc1ccc2nc(N/C(=N/S(=O)(=O)c3ccc(F)cc3)c3ccccc3)sc2c1,-1,-7.0%
CC(=O)N/C(=C\c1ccccc1)C(=O)OCC(=O)N(C)C1CCCCC1,1,-2.4%
O=C(O)CCCN1C(=O)/C(=C/c2cn(-c3ccccc3)nc2-c2cccs2)SC1=S,-9,-1.8%
COc1cc2c(cc1OC)CN(C(=O)c1ccco1)CC2,-2,-1.7%
CCc1ccc(S(=O)(=O)c2ccc(-n3nc(C)cc3N)cc2)cc1,-8,-3.6%
CCN1CCN(c2cc(C)c3cc(NC(=O)c4ccncc4)ccc3n2)CC1,5,-7.3%
C=CCn1c(SCC(C)=O)nnc1-c1cc(-c2ccccc2)sc1N,/,-12%
CN1CCN(S(=O)(=O)c2ccc(NC(=O)c3csc4ccccc34)cc2)CC1,-8,-3.2%
Cc1ccc(Nc2ccc(C(=O)O)cc2N)cc1,39,-0.9%
CCOc1cc(-c2nc3c(C)cccn3c2NCC2CCCO2)ccc1O (stereo not drawn),9,7.2%
COc1ccc2ccccc2c1CN1CCN(Cc2ccccc2)CC1,-4,2.1%
CCN(CC)C(=O)c1sc(NC(=O)Cc2ccc(OC)cc2)c(C#N)c1C,/,-5.1%
O=C(Cn1cccc1)N1CCN(c2ccc(F)cc2)CC1,6,9.5%
CC(C)c1ncc(C(O)c2ccccc2)n1C (stereo not drawn),11,4.7%
c1ccc(-c2nc(-c3ccccn3)nc(-c3ccccn3)n2)nc1,1,0.8%
COc1ccc(-c2nsc3c(N4CCCCC4)ncnc23)cc1,6,3.1%
O=C(Nc1cccn(Cc2c(Cl)cccc2Cl)c1=O)c1ccccc1Cl,8,-0.7%
Cc1ccccc1Cn1nc(C)c(NC(=O)c2ccccc2)c1C,-7,2.5%
Cc1nc(N)[nH]c(=O)c1CC(=O)OCCCl,8,0.8%
Cc1nn(-c2ccc(F)cc2)c(C)c1NS(=O)(=O)c1ccc(Cl)cc1,9,2.3%

# Reprinted at random: 3 entries already listed, in no set order.
SMILES,Mtb RmlCD inh,M. tuberculosis GlmU
COc1ccc(-c2nsc3c(N4CCCCC4)ncnc23)cc1,6,3.1%
Cc1ccccc1Cn1nc(C)c(NC(=O)c2ccccc2)c1C,-7,2.5%
O=C(Cn1cccc1)N1CCN(c2ccc(F)cc2)CC1,6,9.5%

# More structures follow:
SMILES,Mtb RmlCD inh,M. tuberculosis GlmU
CCc1ccc(OCC(=O)N(C)C)c(Br)c1,12,0.0%
O=C(c1ccc2c(c1)OCO2)N(c1ccc(Cl)cc1)C1C=CS(=O)(=O)C1 (stereo not drawn),-7,-2.1%
CN(CCc1ccccn1)C(=O)CCC1CCCN(C(=O)c2ccsc2)C1 (stereo not drawn),/,-1.5%
COc1ccc(S(=O)(=O)N2CCCCC2)cc1NC(=O)CSc1ncnc2ccccc12,-9,-4.8%
CCOc1ccccc1N(CC(=O)N/N=C(\C)c1cccc(Br)c1)S(C)(=O)=O,-10,6.5%
COC(=O)C1=C(Nc2ccc(OC)cc2)C=C(C)C(C(=O)OC)C1c1ccc(C)cc1 (stereo not drawn),2,5.2%
C=CCn1c(SCCCC)nc(O)cc1=O,5&1,-4.5%&3.6%
Nc1nnc(Sc2ccc(Cl)cc2[N+](=O)[O-])s1,-6,-1.8%
COCCn1c(=O)[nH]c2cc(C(=O)NCCN3CCN(c4ccccc4F)CC3)ccc2c1=O,-2,0.0%
N#CC1=C2SCN(Cc3ccco3)CN2C(=O)CC1c1ccccc1F (stereo not drawn),4,3.1%
COc1cccc(-c2csc(N3CCN(C(=S)Nc4ccccc4C)CC3)n2)c1,-7,-2.9%
COc1cccc(C(=O)N(Cc2ccc(N(C)C)cc2)C2CCS(=O)(=O)C2)c1 (stereo not drawn),/,2.0%
CCCCCCCOc1ccc(OC(=O)c2cccnc2)cc1,/,0.7%
Cc1nc(-c2ccccn2)sc1C(=O)O,5,3.1%
Cc1cc(C(=O)NCc2ccc(S(N)(=O)=O)cc2)ccc1[N+](=O)[O-],-8,4.9%
O=C(O)CN1CCN(Cc2ccccc2Cl)C1=O,/,-2.0%
O=C1NC(=O)N(Cc2ccccc2)C(=O)/C1=C/c1cnc(-c2ccccc2)nc1,9,-1.1%
COC(=O)CSc1ncnc2c1cnn2Cc1ccccc1,3,3.3%
Cc1occc1C(=O)Nc1sc2c(c1C(N)=O)CCC(C(C)(C)C)C2 (stereo not drawn),/,2.5%
Cc1ccc(-c2nn(-c3ccccc3)cc2CSC(=N)N)cc1,2,-9.8%
Cc1occc1C(=O)Nc1cc(=O)n(C)c(=O)n1C,28,-2.0%
COc1ccc(N(C)C(=O)CC2(CC(=O)O)CCCCC2)cc1,5,0.4%

# Of the compounds above, three contain bromine:
SMILES,Mtb RmlCD inh,M. tuberculosis GlmU
COCCNC(=O)c1c(NC(=O)c2ccc(Br)o2)n(Cc2ccccc2)c2nc3ccccc3nc12,-7,2.4%
CCc1ccc(OCC(=O)N(C)C)c(Br)c1,12,0.0%
CCOc1ccccc1N(CC(=O)N/N=C(\C)c1cccc(Br)c1)S(C)(=O)=O,-10,6.5%

# Screening results: PubChem BioAssay, several laboratories
